SNCA expr inh – inhibitors of alpha-synuclein (SNCA) gene expression; HEK-293 SNCA-luciferase knock-in, luminescence, 24 h; Potency, µM (doses to about 57.2 µM), without a hit: top-dose activity change, negative = inhibition, actives largely listed as inhibitors; hit rate 0.17% among 140,000;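 further: potency means the concentration at half of the fitted maximal effect; plate controls were DMSO cells for no effect and cell-free wells for full effect; nearly all actives have a fitted effect of over 45% in size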
NIH3T3 tox – kills NIH 3T3 cells; NIH 3T3 viability, CellTiter-Glo ATP luminescence, 48-72 h; hit rate 4.3% among 94,000; Potency, µM (series often up to 96.7 µM), without a hit: at the highest dose activity change, negative = cytotoxicity, actives largely listed as inhibitors; further: potency means the concentration at half of the fitted maximal effect; nearly all actives have a fitted effect of over 55% in size
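Mouse fibroblast NIH 3T3 cells, 400 per well, received compound via pintool and were incubated for 48 or 72 hr prior to CellTiter-Glo ATP luminescence measurement.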
GPT2 inhibitor – blocks human glutamate pyruvate transaminase 2 | AID 1671188 | hit rate 0.25% among 100,000 | Potency, µM (doses to about 57.7 µM), for the others: top-dose activity change, negative = inhibition, usual class: inhibitors | Recombinant GPT2, coupled pyruvate oxidase/HRP Amplex Red fluorescence; further: potency means the concentration at half of the fitted maximal effect; nearly all actives have a fitted effect of over 60% in size; many of its hits are not listed in these tables
Target sequence (Q8TD30 whole entry, looked up): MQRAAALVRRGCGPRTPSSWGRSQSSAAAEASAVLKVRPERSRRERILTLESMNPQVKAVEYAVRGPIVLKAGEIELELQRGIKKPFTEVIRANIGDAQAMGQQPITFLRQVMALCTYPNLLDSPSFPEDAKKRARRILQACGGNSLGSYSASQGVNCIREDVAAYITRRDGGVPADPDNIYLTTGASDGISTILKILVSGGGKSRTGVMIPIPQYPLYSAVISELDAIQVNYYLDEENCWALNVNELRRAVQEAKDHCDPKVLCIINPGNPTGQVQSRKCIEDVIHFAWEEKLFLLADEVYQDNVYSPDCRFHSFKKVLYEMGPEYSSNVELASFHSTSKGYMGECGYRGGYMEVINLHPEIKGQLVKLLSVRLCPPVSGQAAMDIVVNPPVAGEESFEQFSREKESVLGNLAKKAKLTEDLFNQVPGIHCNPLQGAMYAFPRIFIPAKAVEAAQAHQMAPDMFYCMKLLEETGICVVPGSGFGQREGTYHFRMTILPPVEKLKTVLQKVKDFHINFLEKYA
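Inhibition is scored from Amplex Red fluorescence generated when pyruvate oxidase and HRP act on pyruvate released by GPT2. Reactions contain 10ng/uL enzyme, 250uM a-KG and 2mM L-alanine and run 30 min at room temperature.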
HEK cytotox – kills HEK 293 cells; HEK 293 viability, ATP luminescence (CellTiter-Glo), 48-72 h; hit rate 6.6% among 94,000; Potency, µM (series often up to 115 µM), inactives show at the top dose activity change, negative = cytotoxicity, most hits filed as inhibitors; further: potency means the concentration at half of the fitted maximal effect; nearly all actives have a fitted effect of over 60% in size
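Pintool-delivered compounds were incubated with HEK 293 cells (250 cells/well) at 37 degree Celsius for 48 or 72 hr. ATP-dependent luminescence (CellTiter-Glo) then reported remaining viable cells.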
IP6K1 inh – inhibitors of human IP6K1; Q92551; IP6K1 kinase, ADP-Glo luminescence, 2 h; active compounds read low; activity change, % (series mostly up to about 58 µM); hit rate 0.81% among 140,000; AID 1645851; in the data active means activity change below about -25%
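ADP-Glo luminescence measures ADP made by human IP6K1 during a 2 h RT reaction with ATP/IP6 (mix at 1.3 mM/130 uM); top library doses 57.5 and 19.1 uM final.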
Luciferase inh – blocks purified firefly luciferase enzyme activity; P08659; purified P. pyralis luciferase, luminescence, biochemical; hit rate 2.5% among 76,000; Potency, µM (highest dose often 115 µM), inactives show at the highest dose activity change, negative = inhibition, most hits filed as inhibitors; further: potency means the concentration at half of the fitted maximal effect; nearly all actives have a fitted effect of over 65% in size
Target sequence (P08659 whole entry, looked up): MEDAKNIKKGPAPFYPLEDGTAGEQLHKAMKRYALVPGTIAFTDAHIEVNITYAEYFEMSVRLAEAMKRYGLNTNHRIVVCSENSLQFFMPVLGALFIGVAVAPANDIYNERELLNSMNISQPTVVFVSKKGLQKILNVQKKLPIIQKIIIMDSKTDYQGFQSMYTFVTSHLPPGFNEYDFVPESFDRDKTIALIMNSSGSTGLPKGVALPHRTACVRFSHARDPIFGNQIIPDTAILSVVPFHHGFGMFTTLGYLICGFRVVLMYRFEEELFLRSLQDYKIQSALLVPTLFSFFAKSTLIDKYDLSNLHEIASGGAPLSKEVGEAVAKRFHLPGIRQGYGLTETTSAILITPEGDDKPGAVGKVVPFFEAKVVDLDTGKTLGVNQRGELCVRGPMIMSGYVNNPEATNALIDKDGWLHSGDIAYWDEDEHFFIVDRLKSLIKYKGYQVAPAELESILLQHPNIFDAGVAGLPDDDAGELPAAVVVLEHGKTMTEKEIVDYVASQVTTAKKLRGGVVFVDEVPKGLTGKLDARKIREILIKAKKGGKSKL
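Inhibitors were tested against purified firefly luciferase in a biochemical, low-substrate format (both substrates at 10uM) and luminescence measured with a CCD imager.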
HEK293 viab – counter-screen for SNCA expression inhibitors: cell viability; AID 1671193; hit rate 0.12% among 150,000; Potency, µM (doses to about 57.1 µM), without a hit: at the highest dose activity change, negative = cytotoxicity, usual class: cytotoxic; HEK-293-SNCA-luc viability, GF-AFC fluorescence, 24 h;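 further: potency means the concentration at half of the fitted maximal effect; 0% = DMSO-treated cells and -100% = medium-only wells without cells; nearly all actives have a fitted effect of over 30% in size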
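Cytotoxicity counterscreen: after 24 h compound treatment of genome-edited SNCA-luciferase HEK-293 cells, live-cell protease substrate GF-AFC read by fluorescence after 30 min; activity scaled between DMSO (0%) and medium-only (-100%), curves Hill-fitted.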
Numbers without * were called inactive; i = inactive; ? = inconclusive; . = no result given; [ ] = remark or other dose. Unless noted, the call rests on the fitted dose curve; in most records, active means well fitted curve in the direction sought with a large enough effect; inconclusive means small, poorly fitted or top-dose-only effect, or another doubt; inactive means no such curve, though single readings can be large; an effect the other way counts as inactive or inconclusive. Unless noted, on the % scale 0 is the no-effect control and ±100 the full control effect.

Start of the data: the first 9 compounds, to show the layout:
1	COc1ccc(C2Cn3nnc(C(=O)N4CCN(C(=O)c5ccccc5C)CC4)c3CO2)cc1 (stereo not drawn)
2	COC(=O)c1ccc(NC(=O)c2cnc(-c3ccc(C)cc3)nc2-c2ccncc2)cc1
3	CNC(=O)[C@H]1C[C@H](Oc2cccnc2)CN1S(=O)(=O)c1ccccc1
4	CCN1C(=O)CCN(C(=O)c2c(C)noc2C)CC12CCOCC2
5	CCn1cc(-c2ccc(Cl)cc2)cc1C(=O)O
6	CNC(=O)c1ccc(-c2nc(CN3CCc4ccccc43)c(C)o2)cc1
7	CN(C)c1cccc(C(=O)N2CCCC(N3CCN(c4ccc(F)cc4)CC3)C2)c1 (stereo not drawn)
8	CCN(CC)c1ncccc1CNC(=O)c1ccc(C)s1

assay / entry	1	2	3	4	5	6	7	8
SNCA expr inh	-9%	-20%	7%	17%	27%	59%[activator]	8%	-16%
NIH3T3 tox	-21%	-3%	-21%	i	-21%	.	-14%	-25%
GPT2 inhibitor	i	i	-26%	?	-3%	.	-9%	i
HEK cytotox	?	0%	2%	-9%	-9%	.	-20%	?
IP6K1 inh	11	13	0	-11	-1	33	13	8
Luciferase inh	3%	7%	0%	7%	?	.	-1%	5%
HEK293 viab	5%	-28%	-1%	1%	-4%	-4%	-1%	9%

9	CCCCCCCCC(=O)N[C@H](CN1CCCC1)[C@H](O)c1ccc2c(c1)OCCO2

assay / entry	9
SNCA expr inh	.
NIH3T3 tox	.
GPT2 inhibitor	i
HEK cytotox	.
IP6K1 inh	2
Luciferase inh	.
HEK293 viab	3%

The list itself, previewed entries included:
1	COc1ccc(C2Cn3nnc(C(=O)N4CCN(C(=O)c5ccccc5C)CC4)c3CO2)cc1 (stereo not drawn)
2	COC(=O)c1ccc(NC(=O)c2cnc(-c3ccc(C)cc3)nc2-c2ccncc2)cc1
3	CNC(=O)[C@H]1C[C@H](Oc2cccnc2)CN1S(=O)(=O)c1ccccc1
4	CCN1C(=O)CCN(C(=O)c2c(C)noc2C)CC12CCOCC2
5	CCn1cc(-c2ccc(Cl)cc2)cc1C(=O)O
6	CNC(=O)c1ccc(-c2nc(CN3CCc4ccccc43)c(C)o2)cc1

assay / entry	1	2	3	4	5	6
SNCA expr inh	-9%	-20%	7%	17%	27%	59%[activator]
NIH3T3 tox	-21%	-3%	-21%	i	-21%	.
GPT2 inhibitor	i	i	-26%	?	-3%	.
HEK cytotox	?	0%	2%	-9%	-9%	.
IP6K1 inh	11	13	0	-11	-1	33
Luciferase inh	3%	7%	0%	7%	?	.
HEK293 viab	5%	-28%	-1%	1%	-4%	-4%

7	CN(C)c1cccc(C(=O)N2CCCC(N3CCN(c4ccc(F)cc4)CC3)C2)c1 (stereo not drawn)
8	CCN(CC)c1ncccc1CNC(=O)c1ccc(C)s1
9	CCCCCCCCC(=O)N[C@H](CN1CCCC1)[C@H](O)c1ccc2c(c1)OCCO2
10	Cc1c(C(=O)Nc2cccc(Cl)c2)sc2nc3n(c(=O)c12)N=C(c1cccc(Br)c1)CS3
11	Cn1c(Cn2cccn2)nnc1C1CCCN(C(=O)c2ccoc2)C1 (stereo not drawn)
12	Cc1cnc(C2CCC2)n1CC1CCN(C(=O)C2(c3ccccc3)CC2)CC1

assay / entry	7	8	9	10	11	12
SNCA expr inh	8%	-16%	.	8%	13%	-1%
NIH3T3 tox	-14%	-25%	.	.	-3%	-12%
GPT2 inhibitor	-9%	i	i	.	-16%	1%
HEK cytotox	-20%	?	.	.	i	-19%
IP6K1 inh	13	8	2	-3	-5	0
Luciferase inh	-1%	5%	.	.	-9%	2%
HEK293 viab	-1%	9%	3%	-5%	23%	3%

13	CN(c1ccccc1)S(=O)(=O)c1nnc(NC(=O)c2ccccc2)s1
14	CC(C)CNC(=O)N1CCC(c2noc(-c3ccccc3)n2)C1 (stereo not drawn)
15	O=C(O)c1ccccc1C(=O)N1C[C@@H]2C[C@H]1C(=O)N(CC1CC1)c1ccccc1O2
16	COc1ccc(CCN2Cc3cc(NC(=O)c4cccc(F)c4)ccc3OC(C)C2=O)cc1 (stereo not drawn)
17	CNC(=O)[C@@H](c1ccc(OC)cc1)N1CCC[C@H]1C(=O)N(C)Cc1ccccc1
18	O=C(O)c1ccc([S+](=O)([O-])N2CC(COc3ccccc3)C3(CN(c4ccccc4)C3)C2)cc1 (stereo not drawn)

assay / entry	13	14	15	16	17	18
SNCA expr inh	-10%	-17%	-4%[87.6 µM]	-1%	4%[87.6 µM]	-22%
NIH3T3 tox	.	?	i	?	i	32µM*
GPT2 inhibitor	.	i	-6%[88.5 µM]	-9%	3%[88.5 µM]	?
HEK cytotox	.	?	3%[172 µM]	?	-4%[172 µM]	-32%
IP6K1 inh	15	-2	-7	5	-1	7
Luciferase inh	.	0%	3%[172 µM]	-4%	-3%[172 µM]	0%
HEK293 viab	3%	-1%	-1%[87.6 µM]	-2%	-8%[87.6 µM]	8%

19	C[C@]1(O)CCN(C(=O)c2cn(C3CCC(N)CC3)nn2)C[C@@H]1O (stereo partly drawn)
20	COCCN1C(=O)[C@H]2CN(Cc3ccc(C(C)C)cc3)C[C@H]2C1=O
21	COCCCNC(=O)c1ccc2nnc(-c3ccccc3OC)n2c1
22	Cc1noc([C@@H]2CN(Cc3cccc(F)c3)C[C@H]2CO)n1
23	Cc1cccc(-c2nc3ccc(C(=O)NC(C)C)cc3o2)n1
24	C=CCOC(=O)C1=C(C)N=C2SC=C(CC(=O)NCC(C)C)N2C1c1ccccc1Cl (stereo not drawn)

assay / entry	19	20	21	22	23	24
SNCA expr inh	-24%	2%	1%[87.6 µM]	5%	?	-6%
NIH3T3 tox	-2%	-18%	-13%[138 µM]	4%	?	-15%
GPT2 inhibitor	-16%	4%	-19%[88.5 µM]	i	i	i
HEK cytotox	-4%	?	i	-1%	?	?
IP6K1 inh	-4	-8	0	-6	-6	10
Luciferase inh	-4%	-2%	.	-3%	.	-5%
HEK293 viab	-7%	27%	9%[87.6 µM]	1%	-1%	1%

25	COc1ccc(-c2cc(N3CCCC(NC(=O)c4ccc(F)c(Cl)c4)C3)n[nH]2)cc1 (stereo not drawn)
26	CCCN(CC1CCOC1)C(=O)Nc1cccc(F)c1C (stereo not drawn)
27	O=C(Cc1ccc(F)cc1)Nc1cccc(-c2nnc3n2CCCC3)c1
28	COc1ccc(C2=NOC3(CCCN([S+](=O)([O-])c4cccc(C(F)(F)F)c4)C3)C2)cc1 (stereo not drawn)
29	COCC(=O)N1CCc2nc(C)nc(-c3ccc(Cl)cc3)c2CC1
30	O=C(Cc1ccsc1)N1CCC(N2CC3CC(C2)[C@H]2CCCC(=O)N2C3)CC1 (stereo partly drawn)

assay / entry	25	26	27	28	29	30
SNCA expr inh	31%[activator]	117%[activator]	-16%	-6%	-5%[87.6 µM]	-15%
NIH3T3 tox	-28%	-9%	-19%	-21%	-22%[138 µM]	i
GPT2 inhibitor	-1%	-9%	0%	2%	i	i
HEK cytotox	?	?	?	-28%	-9%[172 µM]	5%
IP6K1 inh	0	0	0	-2	-3	5
Luciferase inh	-6%	?	-3%	.	6%[172 µM]	-3%
HEK293 viab	-15%	-5%	1%	2%	-4%[87.6 µM]	-1%

31	Cn1cccc1CN1CCC2(CC1)CC(=O)Nc1ccccc1O2
32	O=C(NCCc1cccc(F)c1)C1CN(C2CCCCC2)C(=O)N1 (stereo not drawn)
33	CC(=O)N1CCNc2cc(-c3ccc(Oc4ccccc4)cc3)ncc2C1
34	COc1ccc(CCC(=O)N[C@@H]2CN(S(C)(=O)=O)C[C@H]2CN(C)C)cc1
35	O=C(Cn1nc2n(c1=O)CCCCC2)NCc1ccc2c(c1)OCO2
36	O=C(O)COCC(=O)N1Cc2[nH]cnc2C[C@H]1c1nc(Cc2ccccc2)no1

assay / entry	31	32	33	34	35	36
SNCA expr inh	11%[87.6 µM]	-4%[87.6 µM]	194%[activator][87.6 µM]	4%	-16%	-3%[87.6 µM]
NIH3T3 tox	-26%[138 µM]	-12%[138 µM]	?	-13%	i	i
GPT2 inhibitor	i	i	i	-6%	i	-17%[88.5 µM]
HEK cytotox	-18%[172 µM]	-11%[172 µM]	71µM*	-5%	0%	1%[172 µM]
IP6K1 inh	-2	12	0	8	18	-5
Luciferase inh	-22%[172 µM]	.	20µM*	-13%	4%	-5%[172 µM]
HEK293 viab	-16%[87.6 µM]	2%[12.5 µM]	-7%[87.6 µM]	-3%	3%	2%[87.6 µM]

37	COCC(=O)NC1CCC12CCN(C(=O)NC(C)C)CC2 (stereo not drawn)
38	CC(O)C(=O)N1CCc2[nH]nc(C(c3ccccc3)c3ccccc3)c2C1 (stereo not drawn)
39	Cc1cccc(C)c1CN1CCC2(Cc3ccccc3CNC2=O)C1 (stereo not drawn)
40	COC[C@@H]1CN(C(=O)c2cccc(C)n2)C[C@H]1c1ccccn1
41	CNC(=O)CCn1ncc2cc(OC3CCc4cccc(-c5ccccc5)c43)ccc21 (stereo not drawn)
42	O=C(CCc1ccccc1)N1CC(c2noc(COc3ccccc3)n2)C1

assay / entry	37	38	39	40	41	42
SNCA expr inh	15%	-6%	-2%	-19%	?	-11%
NIH3T3 tox	-10%	-26%	-17%	5%	?	?
GPT2 inhibitor	i	1%	-2%	i	2%[88.5 µM]	-17%
HEK cytotox	?	-3%	?	i	?	-26%
IP6K1 inh	6	0	-8	5	-5	18
Luciferase inh	2%	3%	.	-1%	-14%[172 µM]	0%
HEK293 viab	1%	-1%	-19%	1%	-20%[87.6 µM]	17%

43	O=C(NC1CCN(c2cc(N3CCOCC3)cnn2)C1)C1CC1 (stereo not drawn)
44	COc1ccccc1N1CCN(CCCCNC(=O)c2ccc(-c3ccc(C(C)=O)cc3)cc2)CC1
45	CCC(=O)N1CCc2cc(S(=O)(=O)NCc3ccc(C)cc3)ccc21
46	CNCCN1C(=O)CC[C@H]2CN(C(=O)c3cnc4nc(C)[nH]n4c3=O)CC[C@H]21
47	COCC(=O)NC[C@H]1CCN(Cc2ccc(C)s2)C[C@H]1N(C)C
48	CCOC(=O)c1ccc(N2C(=O)c3[nH]nc(-c4ccccc4)c3C2c2cccs2)cc1 (stereo not drawn)

assay / entry	43	44	45	46	47	48
SNCA expr inh	5%	44%[25.6 µM]	-19%	3%	33%[activator]	?
NIH3T3 tox	-5%	.	.	-20%	-11%	.
GPT2 inhibitor	?	?	.	-17%	i	.
HEK cytotox	2%	.	.	?	-19%	.
IP6K1 inh	6	1	-2	15	33	-5
Luciferase inh	.	.	.	5%	5%	.
HEK293 viab	0%	-7%[23.9 µM]	6%	4%	-1%[12.5 µM]	?

The list is partial, so the mix of outcomes need not match the whole.
